NPR1 activator – GC-A stimulated cGMP production enhancers – HEK293 GC-A cells, cGMP TR-FRET, EC30 ANP, primary screen; Atrial natriuretic peptide receptor 1 (Homo sapiens), P16066; 0% at EC30 ANP, 100% saturating ANP; activation, % at 10 µM; 0.14% of 370,000 active; in the data active = activation above about 40%
ASAP1 inh – inhibitors of human ASAP1 ArfGAP activity, primary screen, biochemical, fluorescence polarization; 0.19% of 360,000 active; Arf-GAP with SH3 domain, ANK repeat and PH domain-containing protein 1 (Homo sapiens), …; ASAP1-stimulated ARF1 GTP hydrolysis, GDP FP detection; inhibition, % at 16.5 µM; in the data active = inhibition above about 25%;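 also: 0% = vehicle with enzyme and substrate and 100% = no enzyme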
Target sequence (Q9ULH1 325-724 limits assumed): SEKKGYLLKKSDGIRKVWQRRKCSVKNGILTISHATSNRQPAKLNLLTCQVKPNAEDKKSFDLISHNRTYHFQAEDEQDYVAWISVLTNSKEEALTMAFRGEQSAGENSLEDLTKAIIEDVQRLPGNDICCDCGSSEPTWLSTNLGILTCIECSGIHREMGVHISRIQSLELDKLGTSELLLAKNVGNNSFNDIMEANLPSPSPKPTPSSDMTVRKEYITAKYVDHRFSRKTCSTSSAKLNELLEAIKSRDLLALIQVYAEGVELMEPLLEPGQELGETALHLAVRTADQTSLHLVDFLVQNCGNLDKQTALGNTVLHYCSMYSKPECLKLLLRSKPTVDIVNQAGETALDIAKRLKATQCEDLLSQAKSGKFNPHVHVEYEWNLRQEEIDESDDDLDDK
ABHD4 inh – ABHD4 inhibitors, primary screen, biochemical, fluorescence polarization, mouse. (Lyso)-N-acylphosphatidylethanolamine lipase (Mus musculus), Q8VD66. 0.54% of 370,000 active. purified mABHD4, FP-Rh probe fluorescence polarization. AID 720543, 2013. inhibition, % at 8.92 µM;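 active = inhibition exceeding the mean over every tested compound plus 3 SD, cut at about 30% in these data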;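 also: 0% = plate median of compound wells and 100% = S159A mutant with DMSO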
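Material: mouse ABHD4 enzyme, wild type; Benchmarks: S159A mutant high control, sample median low control; Buffer or medium: HEPES pH 7.0, NaCl, Pluronic buffer; Signal: fluorescence polarization; Read-out: percent inhibition of probe binding, normalized to plate controls; Timing: pre-incubation 45 min, probe exposure 60 min, at 25 °C; Dosing: 8.92 µM, single dose.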
NR1D1 modulator – modulators of Rev-erb alpha DNA binding, primary screen, biochemical, FITC-DNA, fluorescence polarization, uHTS; activity, % at 10 µM; Nuclear receptor subfamily 1 group D member 1 (Homo sapiens), P20393; Rev-erbα–FITC-DNA binding, 90 min; AID 1259318, 2017; 0.79% of 370,000 active;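 active = activity above about 14%, limit read from the data; passing the limit was not always enough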;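 also: 0% = DMSO wells with 35 nM protein and 100% = DMSO wells with 750 nM protein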
Target sequence (P20393 whole entry, looked up): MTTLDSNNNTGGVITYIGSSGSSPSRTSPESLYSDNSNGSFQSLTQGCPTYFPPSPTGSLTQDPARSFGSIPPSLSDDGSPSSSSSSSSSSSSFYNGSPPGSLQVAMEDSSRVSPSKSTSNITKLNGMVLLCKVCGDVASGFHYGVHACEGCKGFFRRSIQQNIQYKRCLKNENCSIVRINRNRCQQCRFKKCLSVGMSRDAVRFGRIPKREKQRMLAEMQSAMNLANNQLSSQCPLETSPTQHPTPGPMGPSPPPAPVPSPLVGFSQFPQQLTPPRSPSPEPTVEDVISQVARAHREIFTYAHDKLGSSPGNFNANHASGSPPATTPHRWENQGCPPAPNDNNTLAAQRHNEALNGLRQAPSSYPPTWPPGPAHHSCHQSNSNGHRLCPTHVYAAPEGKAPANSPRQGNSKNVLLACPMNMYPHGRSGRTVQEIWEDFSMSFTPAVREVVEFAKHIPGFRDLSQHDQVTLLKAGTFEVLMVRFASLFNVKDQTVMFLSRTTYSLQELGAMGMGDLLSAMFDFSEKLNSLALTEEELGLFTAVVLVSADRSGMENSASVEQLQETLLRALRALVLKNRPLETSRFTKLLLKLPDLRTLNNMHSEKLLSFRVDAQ
SMARCA2 act – SMARCA2 (BRM) function activators, primary screen, cell-based, luminescence, high throughput; AID 652017, 2013; 1% of 370,000 active; MG213 cells, MMTV-luciferase reporter, dexamethasone, overnight; activation, % at 9.1 µM; in the data active = activation above about 7.8%;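 also: 0% = vehicle wells and 100% = reference activator wells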
rCAG RNA binder – binders of r(CAG) RNA repeats, primary screen, biochemical, fluorescence; AID 651821, 2012; inhibition, % at 3 µM; r(CAG) RNA repeat, TO-PRO-1 dye displacement fluorescence; 1.3% of 370,000 active;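 active = inhibition above the plate cutoff, the mean of all test compounds on that plate plus 3 SD, cut at about 35% in these data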;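 also: 0% = DMSO alone and 100% = 100 µM mitoxantrone as full dye displacement; higher means more dye released from RNA so lower well fluorescence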
PG9 Ab binder – binders of HIV-1 gp120 antibody PG9, primary screen, biochemical, TR-FRET; HIV-1 gp120 / PG9 antibody interaction; TR-FRET gp120-PG9 antibody binding; inhibition, % at 6.7 µM; 0.43% of 360,000 active; in the data active = inhibition above about 8.5%
ARFGAP1 inh – inhibitors of rat ARFGAP1 GAP activity, primary screen, biochemical, fluorescence polarization, GDP tracer; inhibition, % at 16.5 µM; ADP-ribosylation factor GTPase-activating protein 1 (Rattus norvegicus), Q62848; Arfgap1-stimulated ARF1 GTP hydrolysis, GDP FP detection; 0.26% of 360,000 active;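 active = inhibition above a per-plate limit, mean inhibition of low control wells plus 3 SD, cut at about 25% in these data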;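 also: 0% = DMSO wells with enzyme and 100% = wells lacking Arfgap1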
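Material: rat Arfgap1 catalytic domain, aa 1-136; also added: human ARF1(Δ1-17)-GTP substrate; compound dosing: one concentration, 16.5 µM, DMSO 1.26%; incubation: GTP hydrolysis reaction 2 h at 25 °C; measured by: Tracer-displacement fluorescence polarization with EDTA stop, 620/688 nm; evaluation: % inhibition from polarization; repeats: one replicate per compound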
HTRA1 inh – HTRA1 serine protease inhibitors, primary screen, biochemical, fluorescence polarization, HTS; Q92743; recombinant HTRA1, FP-rhodamine activity-based probe; inhibition, % at 5.96 µM; 0.5% of 340,000 active; in the data active = inhibition above about 36%;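 also: 0% = enzyme with DMSO and 100% = wells lacking enzyme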
NPR2 activator – human GC-B receptor activators, primary screen, HEK293 GC-B cells, cGMP TR-FRET, EC30 CNP; 0% at EC30 CNP, 100% saturating CNP; Atrial natriuretic peptide receptor 2 (Homo sapiens), P20594; activation, % at 10 µM; AID 1920062, 2024; 0.11% of 370,000 active;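 active = activation at 10 µM reaching about 35% in either raw or pattern-adjusted values, limit read from the data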
Starred values were filed as active, the others as inactive; . = no result given.

SMILES	NPR1 activator	ASAP1 inh	ABHD4 inh	NR1D1 modulator	SMARCA2 act	rCAG RNA binder	PG9 Ab binder	ARFGAP1 inh	HTRA1 inh	NPR2 activator
O=C(CCC(=O)c1ccc(Oc2ccccc2)cc1)Nc1cccc(Cl)c1Cl	-1.7	10.2	0.5	9.9	-1.0	0.9	-1.4	4.0	-11.3	1.1
CC(C)c1nnc(NC(=O)c2cnccn2)s1	3.2	-2.6	1.3	-0.9	1.1	2.5	-2.0	-0.5	-0.5	6.3
Cc1cc(C)c(S(=O)(=O)c2ccccc2)c(OC(=O)c2cc(F)c(F)cc2Cl)n1	3.5	-0.9	0.1	-6.6	-3.8	-3.5	1.0	-7.8	0.9	5.4
CC(=O)c1[nH]c(C)c(C(=O)N2CCCC(Nc3ccc(C(C)C)cc3)C2)c1C (configuration not stated)	-5.1	1.3	-11.2	4.8	-1.0	-8.5	0.7	16.7	1.1	-5.8
CCOC(=O)c1nc(Nc2cc(C)cc(C)c2)c2ccccc2n1	7.4	6.2	-18.5	-3.4	-2.1	-4.3	-0.2	11.3	-31.6	8.1
COc1ccc(-c2sc3cc(OC)c(OC)cc3c2-c2ccc(O)cc2)cc1	4.6	10.6	8.3	0.1	-4.0	12.7	-2.1	20.7	11.5	9.7
N#C/C(=C\c1c(N2CCN(Cc3ccccc3)CC2)nc2ccccn2c1=O)S(=O)(=O)c1ccccc1	-4.3	-2.6	-23.1	2.4	-2.4	6.1	1.1	-6.0	-36.1	-4.0
C=C1CC2C(=O)N(Cc3cc(OC)ccc3OC)C(C(=O)OCC)(C(=O)OCC)C1N2C(=O)OC(C)(C)C (configuration not stated)	-8.2	-8.1	-3.0	3.1	0.2	-1.8	-1.4	-6.2	-8.2	-12.8
CCOC(=O)c1[nH]c(C)c(/C(O)=C2\C(=O)C(=O)N(CCCN(CC)CC)C2c2cccnc2)c1C (configuration not stated)	0.8	9.1	-0.7	-5.7	-4.0	-1.8	-0.6	1.0	1.2	1.6
O=C(NC1CCCCC1)c1cc(-c2cccs2)on1	0.6	-1.9	1.2	5.7	4.5	1.1	-0.8	-1.0	-0.3	-1.1
CC(C)(C)c1cc(C(F)(F)F)n2ncc(-c3ccccc3)c2n1	-2.6	-13.9	-2.4	10.9	-1.0	0.2	-0.6	-10.0	-2.6	-5.1
COCCNC(=S)N(C)[C@H]1C[C@H]2c3[nH]c4ccccc4c3CCN2C(=O)[C@H]1[C@H](C)O	26.2	-6.2	-0.1	0.5	-4.1	5.8	-0.7	7.2	.	25.0
COC(=O)C1=C(C)N(Cc2ccccc2)C(=S)N[C@H]1c1cccc(F)c1	-1.3	-1.9	-5.7	7.0	0.1	-6.0	0.5	6.9	-22.6	-4.2
Cc1ccc(NC(NC(=O)c2cccnc2)C(Cl)(Cl)Cl)cc1 (configuration not stated)	-6.0	7.7	-4.5	2.8	0.9	-1.1	-0.8	-1.8	1.9	-0.4
CC(=O)c1ccc(OCCCC(=O)Nc2nnc(C3CC3)s2)cc1	-3.6	-4.9	1.7	-0.8	-4.0	0.3	8.7*	-9.2	0.6	-1.1
COc1ccc(CN2C(=O)c3ccccc3C2c2nnnn2Cc2ccccc2)cc1 (configuration not stated)	-3.8	4.5	0.3	5.7	-5.2	1.4	1.5	-9.7	.	-8.9
CCCN(C)C[C@@H]1OCc2cnnn2CCCC(=O)N([C@H](C)CO)C[C@H]1C	0.1	-0.4	4.5	-2.3	-4.9	0.7	-1.7	-5.1	-4.7	-0.7
Cc1cc2oc(=O)cc(CN3CCN(S(=O)(=O)c4ccc5c(c4)OCCO5)CC3)c2cc1C	-7.0	9.4	4.5	6.4	-1.0	1.7	0.4	-9.1	1.7	-4.3
COc1ccc(NC(=O)C(CC(C)C)NC(=O)C2CCC(C)CC2)c(OC)c1 (configuration not stated)	-1.9	4.9	4.7	-1.3	-3.5	-3.4	-0.8	1.8	1.9	1.0
COc1ccc(N(C)S(=O)(=O)c2cccc(C(=O)Nc3nc(C)cs3)c2)cc1	2.9	-11.3	-5.7	-1.4	-3.2	3.8	-0.4	7.1	-29.2	6.2
CCCCCCC1(C)NC(=O)N(C(C)C(=O)Nc2ccc(N3CCOCC3)cc2)C1=O (configuration not stated)	2.5	-10.5	7.3	-1.4	-0.1	0.9	0.9	11.0	4.3	2.5
CCC[C@@H](CNC)NC[C@H](Cc1ccccc1)NCCCCc1ccccc1	-9.5	1.6	17.2	-6.4	-1.2	10.5	0.9	-8.8	2.2	-21.1
COc1ccc(C(=O)Nc2ccnn2C2CCN(Cc3ccn[nH]3)CC2)cc1	1.8	7.3	7.3	-1.2	3.4	0.0	-0.1	-0.7	-4.5	2.0
Cc1c(OCC(=O)N2C[C@H]3C[C@@H](C2)c2cccc(=O)n2C3)ccc2c3c(c(=O)oc12)CCCC3	-4.0	-1.0	-4.4	-1.9	-0.5	-3.1	-0.5	6.6	1.0	-5.6
O=C(CC1NC(=O)NC1=O)Nc1ccc(Cl)cc1 (configuration not stated)	-3.7	13.2	-1.3	0.2	-1.1	1.9	-2.0	2.6	2.7	-4.7
COc1cccc(-c2cc3nc(C)cc(N4CCN(C(=O)c5ccoc5)CC4)n3n2)c1	-1.1	5.4	0.0	-1.4	-0.4	0.8	-0.4	2.5	-11.9	-5.1
O=C1CCCCC(=O)[C@H](O)C[C@H](COCc2ccccc2)O1	1.6	-15.2	-1.0	-5.3	2.9	0.5	-0.7	-8.7	.	-8.9
Cc1cc(C)cc(NS(=O)(=O)c2coc(C(N)=O)c2)c1	1.0	9.7	-3.1	4.1	0.7	1.5	-1.6	-3.0	0.3	3.6
COc1ccccc1CC(=O)N1CCOCC1	-1.5	1.8	-1.1	1.1	0.1	-2.2	0.6	2.5	1.8	3.4
CCOC(=O)C1=C(C)OC(N)=C(C#N)C1c1ccc(C)o1 (configuration not stated)	-1.5	8.9	1.3	0.5	2.7	-3.5	0.4	1.3	-2.0	-3.0
CC(C)CC1(C)NC(=O)N(CC(=O)Nc2ccc(F)c(F)c2F)C1=O (configuration not stated)	1.6	0.2	3.0	-11.3	-1.5	3.8	3.6	7.2	-0.5	1.0
CCOC(=O)C1CCN(S(=O)(=O)Cc2ccccc2)C1=O (configuration not stated)	4.0	-10.2	9.2	2.4	-1.2	-0.2	1.8	-5.0	-1.0	9.8
CC(=O)NNC1=Nc2ccccc2N(C)C(C)C1 (configuration not stated)	3.0	-6.8	1.6	2.6	-3.1	-1.2	-2.9	-5.7	4.0	-2.0
Cc1ccc(Nc2n[nH]c(=S)s2)cc1F	1.1	-6.0	3.4	-4.6	-0.5	5.4	0.6	-3.0	0.1	-3.6
CC(C)Sc1cc(Cl)nc(NC(=O)Nc2ccccc2)n1	-54.1	-1.3	-5.1	-1.6	1.8	2.7	0.2	-8.2	6.7	-7.5
C=CCN1C(=O)C(CC(=O)Nc2ccccc2)S/C1=N/c1nccs1 (configuration not stated)	2.0	-11.1	-8.0	-0.2	-0.1	0.3	1.0	3.1	-3.8	-2.4
O=C(CCn1nnc2ccccc21)Nc1nnc(Cc2ccc(F)cc2)s1	-8.5	-9.9	-15.5	-0.9	-4.2	-3.5	1.1	-2.4	-6.2	-1.0
CCCCn1c(N)c(N(CCOC)C(=O)c2cc3c(s2)CCC3)c(=O)[nH]c1=O	0.5	1.6	12.5	-34.6	-1.1	6.9	2.2	3.8	5.0	-0.2
Cc1nnc(SCC(=O)N2CCN(c3ccccc3)CC2)n1C1CC1	1.8	-3.0	-1.9	-1.2	0.0	2.4	1.6	-7.9	1.4	-1.2
CCCCn1c(N)c(N(Cc2ccccc2OC)C(=O)COc2cc(C)ccc2Cl)c(=O)[nH]c1=O	-11.0	5.4	-4.3	-5.9	-2.0	6.3	0.3	7.5	-15.6	-6.1
Cc1nc2ccccc2n1C(C)c1nc2ccccc2n1CC(=O)c1ccsc1 (configuration not stated)	-4.0	11.2	4.7	1.4	0.5	3.8	0.6	-17.2	.	-6.5
CC1CCN(CC(C)OC(=O)c2ccc3c(c2)OCCO3)CC1 (configuration not stated)	-2.9	3.5	-2.6	5.5	-1.0	-1.9	-1.0	-4.2	1.3	-0.2
CCN(CC(=O)Nc1ccc(NC(C)=O)cc1)C(=O)c1cccc(Oc2ccccc2)c1	1.8	-4.0	4.0	2.0	-0.7	-0.4	0.6	13.0	-4.6	9.1
O=c1c2ccccc2c(=O)n(-c2ccccc2)n1CCCCBr	2.6	-8.7	0.4	-2.8	0.3	-6.6	0.2	6.9	.	0.7
Cc1csc(=O)n1CCC(=O)OCC(=O)Nc1cc([N+](=O)[O-])ccc1Cl	-1.5	4.5	55.6*	0.7	-0.2	-2.6	-1.1	-8.3	-7.7	-5.2
COP(=O)(CC(=O)OC(C)(C)C)C(CC(C)C)NC(=O)OCc1ccccc1 (configuration not stated)	-5.9	.	8.9	-0.1	-1.2	-0.5	.	.	.	-1.5
CCN(CC(=O)Nc1ccccc1C(=O)OC)S(=O)(=O)c1ccccc1	-0.1	8.7	-1.8	4.8	0.1	-4.1	1.0	-16.8	-2.7	0.9
CC(=O)Nc1c(C)ccc(CNC(=O)COc2cc(C)ccc2C)c1C	1.0	8.8	0.4	-4.2	-3.7	-4.1	0.9	9.4	-6.1	3.2
COCCNC(=O)CCCn1c(=O)c2ccccc2n(Cc2cccc([N+](=O)[O-])c2)c1=O	0.6	2.3	-1.8	-7.9	-0.1	-2.5	-1.1	0.1	-2.0	0.1

Profiles, looked up by structure. Screens in order: NPR1 activator, ASAP1 inh, ABHD4 inh, NR1D1 modulator, SMARCA2 act, rCAG RNA binder, PG9 Ab binder, ARFGAP1 inh, HTRA1 inh, NPR2 activator
COc1cccc(-c2cc3nc(C)cc(N4CCN(C(=O)c5ccoc5)CC4)n3n2)c1 in the list: -1.1, 5.4, 0.0, -1.4, -0.4, 0.8, -0.4, 2.5, -11.9, -5.1
COCCNC(=O)CCCn1c(=O)c2ccccc2n(Cc2cccc([N+](=O)[O-])c2)c1=O in the list: 0.6, 2.3, -1.8, -7.9, -0.1, -2.5, -1.1, 0.1, -2.0, 0.1
O=C(CC1NC(=O)NC1=O)Nc1ccc(Cl)cc1 (configuration not stated) in the list: -3.7, 13.2, -1.3, 0.2, -1.1, 1.9, -2.0, 2.6, 2.7, -4.7
CCCN(C)C[C@@H]1OCc2cnnn2CCCC(=O)N([C@H](C)CO)C[C@H]1C in the list: 0.1, -0.4, 4.5, -2.3, -4.9, 0.7, -1.7, -5.1, -4.7, -0.7

High-throughput results as filed in PubChem.

Outcome played no part in choosing rows; 4.4% or so of the library scored in one or more.
